PI5P4Ka inh – PI5P4K alpha (human) kinase inhibition; P48426; PI5P4Kalpha enzyme, ADP-Glo luminescence, 60 min; hits give low values; max response, %; 1.2% of 330,000 active; active = max response of -50% or lower; inconclusive = between -30% and -50%; inactive = -30% or higher; note: value at the top dose of about 77 µM; % is set by controls: 0 for no effect and ±100 for the full control effect
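qHTS, 1536-well: enzyme/substrate mix, compound by pin tool, 5 microM ATP final; RT 60 min; ADP-Glo reagents 1 (45 min) then 2 (30 min); luminescence.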
PLK1 PBD inh – blocks phosphopeptide binding to human PLK1 polo-box domain; P53350; Plk1 PBD binding of FITC phosphopeptide, fluorescence polarization; Potency, µM, inactives show max response, negative = inhibition, usual class: inhibitors; 2.8% of 360,000 active; AID 720504; note: potency is the fitted concentration of half-maximal effect; series mostly up to about 57 µM; % is set by controls: 0 for no effect and ±100 for the full control effect; nearly all actives have a fitted effect of over 65% in size
EPAC1 antagonist – EPAC1 (human) antagonism; AID 720709; O95398; 0.14% of 360,000 active; Potency, µM (series often up to 115 µM), for the others: at the highest dose activity change, negative = inhibition, usual class: inhibitors; EPAC1 GEF assay, Rap1b-BODIPY-GDP exchange fluorescence;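 note: potency is the fitted concentration of half-maximal effect; plate controls were vehicle for no effect and positive control for full effect; nearly all actives have a fitted effect of over 50% in size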
GLP-1R agonist – activates the human GLP-1 receptor; P43220; HEK293 GLP-1R CRE-luciferase, luminescence, 4-6 h; cells express a hypersensitive GLP-1R form; Potency, µM (doses to about 45.6 µM), without a hit: at the top dose activation, most hits filed as activators; 0.007% of 380,000 active; AID 624172; note: potency is the fitted concentration of half-maximal effect; % of control where 0% means no effect
PTHR1 ag – activates the human parathyroid hormone receptor PTHR1. Q03431. HEK293 GP2 PTHR1 cells, GloSensor cAMP luminescence, 1 h. Potency, µM (doses to about 115 µM), for inactives: at the highest dose activation, hits mostly activators. 0.075% of 410,000 active. AID 743266; note: potency is the fitted concentration of half-maximal effect; nearly all actives have a fitted effect of over 55% in size; some results filed as inactive show a strong effect at the top dose; inactives centre near -15; many of its hits are not listed in these tables
Target sequence (Q03431 whole entry, looked up): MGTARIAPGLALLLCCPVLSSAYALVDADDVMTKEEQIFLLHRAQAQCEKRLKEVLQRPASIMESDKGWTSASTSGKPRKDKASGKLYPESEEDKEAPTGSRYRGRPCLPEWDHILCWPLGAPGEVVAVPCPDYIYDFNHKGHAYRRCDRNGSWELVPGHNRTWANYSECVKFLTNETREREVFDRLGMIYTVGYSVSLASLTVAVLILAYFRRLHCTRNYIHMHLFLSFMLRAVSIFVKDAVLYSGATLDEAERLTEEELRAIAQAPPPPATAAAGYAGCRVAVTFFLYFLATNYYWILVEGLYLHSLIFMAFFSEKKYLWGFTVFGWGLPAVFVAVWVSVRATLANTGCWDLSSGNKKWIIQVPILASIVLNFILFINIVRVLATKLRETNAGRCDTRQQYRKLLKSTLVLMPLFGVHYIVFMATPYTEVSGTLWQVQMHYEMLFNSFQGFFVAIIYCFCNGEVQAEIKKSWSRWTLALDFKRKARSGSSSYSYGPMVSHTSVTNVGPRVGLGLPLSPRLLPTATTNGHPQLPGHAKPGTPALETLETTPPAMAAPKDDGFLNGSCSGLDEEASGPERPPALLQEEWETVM
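HEK-293-derived GP2 cells expressing PTHR1 and a GloSensor cAMP reporter, 3,000/well, plated overnight, given luciferin plus IBMX (each 0.5 mM as added) for 1 h at 37 °C, then compound for 1 h at 37 °C. Luminescence was read after 15 min at room temperature.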
GLP1R inv ag – acts as inverse agonist at human GLP-1 receptor; P43220; HEK293 GLP-1R CRE-luciferase, luminescence, 24 h; GLP-1R form is constitutively active; Potency, µM (series often up to 38.3 µM), for the others: top-dose activity change, negative = inhibition, actives largely listed as inhibitors; 1.6% of 410,000 active; AID 624417; note: potency is the fitted concentration of half-maximal effect; % is set by controls: 0 for no effect and ±100 for the full control effect; nearly all actives have a fitted effect of over 55% in size
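Cells are plated, allowed 12 hours at 37 deg C, then treated with compounds for 24 hr before luciferase detection reagent is added and luminescence is read after 12 min at room temperature. The HEK293 line carries constitutively active GLP-1R with a cAMP-responsive reporter.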
IL2 activator – activators of IL-2. activation, % (series mostly up to about 46 µM). 0.065% of 360,000 active. IL-2 activation reporter assay, cell-based qHTS; stimulated with anti-CD3/CD4/CD28 beads; in transgenic mouse T cells; in the data active = activation above about 50%; inconclusive = mostly about 30% to 49%; note: 0% is about no effect
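Readout: EGFP and DsRed signals by fluorescent plate cytometry. Unstimulated transgenic mouse T cells received compound 60 min before antibody-bead stimulation, then incubated 18 h at 37 degrees C.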
GLP1R cytotox – cytotoxicity counter-screen for GLP-1 receptor inverse agonists; HEK293 cAMP-luciferase reporter cells, luminescence, 24 h; Potency, µM (top dose mostly 38.3 µM), for the others: at the highest dose activity change, negative = inhibition, most hits filed as inhibitors; 0.13% of 410,000 active;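 note: loss of luciferase light is scored as toxicity; potency is the fitted concentration of half-maximal effect; % is set by controls: 0 for no effect and ±100 for the full control effect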
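Seeding density was 200 cells/uL; after overnight-length (12 h) culture, 23 nL compounds went on for 24 h at 37 °C. Readout used a luciferase detection reagent, luminescence taken after 12 min at room temperature.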
EPAC1 ag – EPAC1 (human) agonism; O95398; EPAC1 agonist qHTS, biochemical assay; response scale: 100% = response to 6.5 mM cAMP; Potency, µM (highest dose often 154 µM), for inactives: top-dose activation, actives largely listed as activators; 0.073% of 360,000 active; note: potency is the fitted concentration of half-maximal effect; nearly all actives have a fitted effect of over 60% in size
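Nucleotide exchange by EPAC1 (100 nM) on Rap1B–BODIPY-GDP (250 nM) in the presence of 50 uM GDP is tracked fluorescently at 480/540 nm over 30 min. Signals are normalized to a 6.5 mM cAMP control.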
Numbers without * were called inactive; i = inactive; ? = inconclusive; nt = not tested or not shown; & = joins results of further samples; [ ] = remark or other dose. Unless noted, calls come from the whole dose curve; as a rule, active = well fitted curve in the direction sought with a large enough effect; inconclusive = small, poorly fitted or top-dose-only effect, or another doubt; inactive = no such curve, though single readings can be large; an effect the other way counts as inactive or inconclusive.

SMILES	PI5P4Ka inh	PLK1 PBD inh	EPAC1 antagonist	GLP-1R agonist	PTHR1 ag	GLP1R inv ag	IL2 activator	GLP1R cytotox	EPAC1 ag
Cc1ccc(S(=O)(=O)N(C)C[C@H]2Oc3cc(C#Cc4ccccc4)ccc3S(=O)(=O)N([C@H](C)CO)C[C@@H]2C)cc1	-1.6	-0.1%	-11.5%	10.6%	-16.5%	?	-2.5	0.0%	-5.4%
Nc1ccc(O)cc1C(=O)OCC(=O)c1ccc(C2CCCCC2)cc1	?	5.3%	29.2%	1.2%	-20.4%	?	-0.6	-5.9%[1.53 µM]	-17.6%
Cc1ccccc1NC(=O)/C(C#N)=C\c1cn(CC(=O)O)c2ccccc12	1.1	-11.2%	3.1%	1.9%	-15.4%	7.9%	1.0	?	7.9%
COc1ccc(CCN(C)C/C=C/c2ccccc2[N+](=O)[O-])cc1OC	-1.1	-3.7%	13.1%	?	-45.4%[inhibitor]	-21.2%	-0.3	1.2%	20.9%
Cc1ccc(NC(=O)CCNS(=O)(=O)c2ccccc2)cc1S(=O)(=O)N1CCOCC1	4.2	-4.0%	11.8%	9.4%	-36.0%	11.2%	-1.0	1.1%	-8.1%
CCN(CCO)C(=O)C(c1ccccc1)c1ccccc1	-7.8	-0.7%	0.9%	-8.2%	-24.8%[57.5 µM]	-24.7%	-0.3	-13.3%	2.6%
Cc1ccc(S(=O)(=O)N2CCN(C(=O)c3ccc(COc4ccccc4)o3)CC2)cc1	0.0	-3.1%	-7.5%	0.0%	-1.0%	?	0.3	-3.4%	5.7%
COc1ccc(CN(C)C(=O)c2ccc(OCC(=O)Nc3cccc(C(F)(F)F)c3)c(OC)c2)cc1	-2.0	1.0%	-0.4%	-8.7%	-41.9%[inhibitor]	?	-4.5	-21.3%	-4.0%
CCCCn1cnc2c(SCc3ccccc3F)nc(N)nc21	-3.0	15.0%	7.1%	?	-24.8%	?	-4.5	-8.0%	4.8%
CCCc1cc(=O)[nH]c(SCC(=O)N(CCC#N)c2ccc3c(c2)OCCO3)n1	-2.3	-11.0%	-27.4%	2.4%	i	3.4%	0.5	8.7%	-0.7%
CN(C)CCNC(=O)c1c(CSc2ccccc2)noc1C(=O)NCc1ccccc1	0.1	-0.3%	3.1%	-1.6%	-19.5%	?	-2.0	4.6%	5.8%
CCCN1CCC(=NNc2ccc(S(N)(=O)=O)cc2[N+](=O)[O-])CC1	-7.9	-2.3%	-2.5%	1.2%	i	24.4%	-4.9	11.7%	3.5%
Cc1ccccc1OCc1nc2ccccc2c(=O)n1NC(=O)c1ccco1	-0.4	-9.1%	-24.6%	-15.8%	i	-0.8%	-0.8	33.1%	2.5%
Cn1c(SCC(=O)NC2CC2)nnc1-c1ccc(Cl)cc1	0.7	-7.2%	-14.4%	4.3%	i	11.8%	-0.5	-2.2%	6.0%
O=c1c2[nH]c3ccccc3c2ncn1CCCn1ccnc1	nt	1.9%	9.1%	3.4%	-5.7%[57.5 µM]	0.0%	-0.7	6.0%	-0.7%
CCOc1ccc(CN(C(=O)c2ccccn2)c2ccc(OC)c(Cl)c2)cc1	-6.7	-1.7%	-9.7%	22.2%	2.6%	?	-1.3	0.3%	-1.5%
Cc1ccc(S(=O)(=O)N2CCN(C(=O)COC(=O)/C=C/c3cccc(Cl)c3)CC2)c(C)c1	-1.1	-9.1%	24.7%	-6.8%	-51.5%[inhibitor]	13.5%	0.1	-1.6%	-11.8%
Cc1ccc(C(=O)N2CCCC(Nc3ccc(C(C)C)cc3)C2)cn1 (stereo not given)	-8.7	-12.2%	26.8%	10.4%	-20.0%	0.4%	-5.5	-4.1%	-9.4%
CCOc1ccc(S(=O)(=O)N(CC)CC)cc1N	0.4	-9.1%	6.0%	-2.3%	i	4.3%	1.2	2.9%	10.3%
Cc1cccc(CN2CCC(Oc3ccc(C(=O)N4CCCCC4)cc3)CC2)c1	-1.5	3.4%	4.4%	10.4%	i	?	-1.5	-9.0%	-5.7%
CC1=Nc2cc(C(=O)NC3CCCC3)ccc2Sc2ccc(C)cc21	nt	nt	nt	-2.2%	i	5.01µM*	nt	?	nt
COCC1CCCCN1C(=O)c1cccc(OC2CCN(S(C)(=O)=O)CC2)c1 (stereo not given)	2.6	-18.1%	-26.3%	-7.2%	-1.6%	-5.4%	-3.2	0.0%	2.3%
COc1ccc(C2(NC(C)=O)CCN(C(=O)CCC(=O)O)CC2)cc1	4.8	-3.6%	0.0%	-7.6%	-8.7%[57.5 µM]	-1.7%	-0.1	-16.7%	14.9%
Cn1cc(CN2CCCC(C(=O)Nc3cccc(-n4cccn4)c3)C2)cn1 (stereo not given)	-0.7	0.7%	-26.1%	-0.6%	-17.6%	-24.4%	-2.8	-5.0%	1.7%
CC(C)(C)C(=O)C1=C(O)C(=O)N(Cc2ccccc2)C1c1ccccc1Cl (stereo not given)	0.8	-9.2%	-14.6%	-3.9%	-7.3%	?	1.6	0.5%	-1.9%
O=C(Cc1ccccc1F)OCC(=O)N1CCN(C(=O)c2ccco2)CC1	1.3	-15.4%	-13.9%	5.4%	i	10.6%	-0.2	9.8%	14.9%
CN1CCN2c3ccccc3CC(C#N)(C#N)C2C1 (stereo not given)	-2.1	5.5%	-5.1%	-0.6%	-40.1%[inhibitor]	24.9%	0.1	0.1%	9.7%
O=S(=O)(c1cc(Cl)ccc1Cl)N1CCNCC1	nt	-6.4%	-10.0%	-4.3%	i	2.8%	-1.3	27.8%	-5.1%
CN(C(=O)COC(=O)CNC(=O)c1cccs1)c1c(N)n(Cc2ccccc2)c(=O)[nH]c1=O	-1.6	4.8%	7.5%	-5.8%	-21.3%	?	0.5	-14.1%	10.6%
C=CCn1cc(C(=O)NCCN(CC)CC)c(=O)c2cc(S(=O)(=O)N3CCCCCC3)ccc21	8.7	0.9%	-6.2%	0.1%	i	-19.2%	-0.9	-17.3%	7.4%
Cc1ccn2cc(CNS(=O)(=O)c3cccs3)nc2c1	-1.7	0.3%	2.5%	6.7%	-21.9%	13.4%	0.6	-13.7%	3.0%
COc1cc(OC)c(OC)cc1CNC(=O)c1cc(=O)c2ccccc2o1	-6.0	3.7%	10.4%	-1.0%	-11.4%	22.0%	0.0	3.7%	1.8%
CCSc1nnc(-c2ccncc2)n1Cc1ccccc1	nt	-3.9%	?	-12.1%	-4.7%[57.5 µM]	-5.1%	-0.9	-0.2%	0.0%
COC(=O)C1C(O)=C(C=NCC(C)N=CC2=C(O)C(C(=O)OC)C(C)(C)CC2=O)C(=O)CC1(C)C (stereo not given)	6.3	-6.6%	-2.6%	-2.3%	i	12.0%	1.4	0.0%	-3.8%
C=CCN1CCN(C(c2ccccc2)c2nnnn2CCC(C)C)CC1 (stereo not given)	-58.9*	2.67µM*	-14.2%	11.7%	-2.3%[57.5 µM]	-18.5%	-0.9	1.8%	-1.1%
O=C(NCCS(=O)(=O)N1CCN(c2ccccc2)CC1)C1CC(=O)N(c2ccc(F)cc2)C1 (stereo not given)	1.1	-4.7%	3.4%	-3.4%&0.3%	i	4.2%&-3.5%	-4.4	1.9%&-4.6%	13.7%
O=C(CCc1nc2ccccc2[nH]1)N1CCc2ccccc2C1	-1.7	?	4.2%	-1.3%	-7.9%	5.4%	4.5	-3.2%	-12.9%
Cc1ccc([C@H]2C[C@H](n3cc(C4CC4)nn3)[C@@H](O)CN2CC2CCCCC2)cc1	1.3	-3.3%	-1.2%	-4.8%	-33.4%	?	-3.7	?	-11.3%
Cc1ccc(OCC(=O)Nc2ccc(S(=O)(=O)Nc3ccccn3)cc2)cc1	2.7	-9.2%	-8.5%	10.7%	-11.0%	28.8%	0.1	-2.7%	4.2%
c1ccc(-c2ccc3[nH]ccc3c2)cc1	18.8	-13.7%	-13.7%	8.4%	-40.8%	-9.9%	0.0	10.3%	1.0%

Assay outcomes from PubChem.

The list is partial. The share of hits here may be higher or lower than overall.
